High-throughput results deposited in PubChem by several laboratories.
LMP1 NFkB inh – EBV LMP1-driven NF-kappaB luciferase reporter inhibitors, primary screen, cell-based, luminescence, single point; inhibition, % at 12.5 µM; AID 504558, 2011; LMP1-induced NF-kappaB luciferase reporter cells; 350,000 compounds, 0.69% hits; in the data active = inhibition above about 41%;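 also: 0% = neutral control wells and 100% = reference inhibitor control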
Shn3 3UTR inh – reduction of Shn3 3'UTR firefly luciferase signal, primary screen, Schnurri-3 inhibitor project, cell-based, Clone20 osteoblasts, set 2. Clone20 osteoblast Shn3 3'UTR firefly luciferase, 24 h. inhibition, % at 12.5 µM. 360,000 compounds, 0.52% hits. AID 588674, 2011;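 active = mean inhibition of at least 75% with every replicate also reaching 75%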;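 also: 0% = median of neutral control wells and 100% = pilot-screen positive control compound; some compounds past the cut are filed as inactive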
MITF TRPM1 inh – inhibitors of MITF-dependent TRPM1 promoter reporter, primary screen, cell-based, SK-MEL-5, single point, luciferase. inhibition, % at 12.5 µM. SK-MEL-5 TRPM1 promoter luciferase, 24 h. 330,000 compounds, 0.83% hits;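 active = mean inhibition across replicates of 60% or more, whatever share of single replicates reaches that level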; also: values of inactives mirror those of a sister screen read the other way
KKLEB cytotox – cytotoxicity in KKLEB CF airway cells, primary screen, cytotoxicity control for CF NF-kB inhibitor project, cell-based, uHTS, fluorescence assay plates; KKLEB CF airway cells viability, ATPlite luminescence, overnight; active compounds read low; cells stimulated with P. aeruginosa culture filtrate; activity change (cytotoxicity), % at 5 µM; 360,000 compounds, 0.36% hits;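 active = corrected activity change at or below -50% at 5 µM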
iPSC survival up – enhancers of single-cell hiPSC survival, primary screen, ATPlite luminescence | 100% = ROCK inhibitor wells, 0% = DMSO | survival enhancement, % at 20 µM | 360,000 compounds, 0.044% hits | AID 602274, 2012; in the data active = survival enhancement above about 18%;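 also: cells exposed to compounds for 16 hours before the ATP read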
NR2E3 ag-1 – NR2E3 agonists in two-hybrid cells, primary screen, cell-based, luminescence, CHO-S, Gal4-NCOR/VP16-NR2E3; luciferase; inhibition of corepressor binding, % at 3.98 µM; 360,000 compounds, 0.35% hits; AID 602229, 2012;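 active = inhibition above the mean of all tested compounds plus 3 SD, cut at about 70% in these data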;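 also: 0% = DMSO with NR2E3 transfected cells and 100% = cells lacking NR2E3 construct; higher means lower luciferase signal from less NR2E3 corepressor binding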
Target sequence (Q9Y5X4 whole entry, looked up, the tested form may be a part): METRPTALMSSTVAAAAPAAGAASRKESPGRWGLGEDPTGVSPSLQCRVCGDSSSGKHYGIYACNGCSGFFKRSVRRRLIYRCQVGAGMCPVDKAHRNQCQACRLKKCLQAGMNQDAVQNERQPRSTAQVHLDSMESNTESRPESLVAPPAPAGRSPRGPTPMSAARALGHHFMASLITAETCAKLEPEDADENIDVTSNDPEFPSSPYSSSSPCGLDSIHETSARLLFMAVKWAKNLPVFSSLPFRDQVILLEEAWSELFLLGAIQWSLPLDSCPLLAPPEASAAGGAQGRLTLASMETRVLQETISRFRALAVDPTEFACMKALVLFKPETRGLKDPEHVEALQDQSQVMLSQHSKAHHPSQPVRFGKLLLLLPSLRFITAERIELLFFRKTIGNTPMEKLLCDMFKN
CF NFkB block – inhibitors of PAF-induced NF-kB signaling, primary screen, cell-based, GFP fluorescence, uHTS; KKLEB NF-kB-GFP reporter, GFP fluorescence overnight; 360,000 compounds, 0.86% hits; inhibition, % at 5 µM;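 active = at least 50% inhibition at 5 µM, scaled per plate between neutral and stimulator controls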;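 also: PAF is a Pseudomonas aeruginosa culture filtrate used as stimulus; plate controls were PAF-stimulated DMSO wells for no effect and unstimulated DMSO wells for full effect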
NR2E3 ag-2 – inhibitors of NR2E3-RetCOR corepressor binding, primary screen, NR2E3 agonist project, biochemical, TR-FRET, GST-NR2E3, biotin-RetCOR; Photoreceptor-specific nuclear receptor (Homo sapiens), Q9Y5X4; inhibition of corepressor binding, % at 4.78 µM; AID 2300, 2010; 320,000 compounds, 0.12% hits; 1536-well;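 active = percent inhibition above the cutoff of mean plus 3 SD of all tested compounds, set per screening campaign, cut at about 20% in these data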;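 also: 0% = DMSO wells and 100% = biotin wells as full block of FRET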
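System: GST-NR2E3 and biotin-RetCOR proteins; probe or stimulus: 7 nM biotin-RetCOR; doses: compound at 4.8 µM, single dose; schedule: Compound–protein incubation for 5 h at 4 °C; detection: time-resolved FRET; read-out: percent inhibition; controls: biotin wells as high control, 0.6% DMSO wells as low control; format: 1536-well plates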
HIF-2a block – HIF-2a reporter inhibitors, primary screen, luminescence, 786-0 RCC cells | 786-0 RCC cells HIF-2a reporter, luciferase luminescence, overnight | inhibition, % at 18.8 µM | 360,000 compounds, 0.72% hits;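 active = inhibition of the luminescence signal of 40% or more relative to plate controls, in a single-dose primary screen at 18.75 µM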
TRAIL sens C8 – viability loss with TRAIL in NB7+C8 cells, primary screen, TRAIL sensitizer project, cell-based, ATPlite luminescence. 360,000 compounds, 1% hits. inhibition (viability loss, TRAIL sensitization), % at 10 µM;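 active = compounds causing at least 50% loss of cell viability in the single-dose screen, relative to plate controls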
Peg3 promoter – Peg3 promoter-driven luciferase inhibitors, primary screen, cell-based, HeLa, luciferase luminescence | 360,000 compounds, 1.7% hits | inhibition, % at 20 µM | HeLa PEG-Prom luciferase reporter, overnight;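 active = inhibition of at least 50% at 20 µM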
Starred values were filed as active, the others as inactive; . = not tested or not shown. Not all compounds are listed; the hit share may differ from the screen's.

SMILES	LMP1 NFkB inh	Shn3 3UTR inh	MITF TRPM1 inh	KKLEB cytotox	iPSC survival up	NR2E3 ag-1	CF NFkB block	NR2E3 ag-2	HIF-2a block	TRAIL sens C8	Peg3 promoter
O=C(CSc1nnc(NC(=O)c2ccco2)s1)Nc1ccc(F)cc1	-20.4	-20.6	-13.5	13.3	-2.2	19.2	-17.1	3.1	-94.8	1.5	-67.3
CCN(CC1CCCO1)C(=O)c1cc(COc2cc(C)c(Cl)c(C)c2)on1 (stereo unspecified)	-29.4	-66.5	-86.6	-2.0	-0.4	-92.2	12.1	.	-237.0	19.4	-283.3
COc1ccccc1N1CCN(C(CNS(=O)(=O)c2cccs2)c2cccnc2)CC1 (stereo unspecified)	8.9	8.4	-13.0	-3.2	3.4	4.4	12.1	4.2	9.3	0.9	-2.1
C=CCNc1oc(-c2ccc(-c3ccccc3)cc2)nc1C#N	5.3	-17.7	0.5	-13.2	0.9	-4.1	1.7	.	13.5	6.5	4.2
O=C(O)C[C@H]1c2cc(C(F)(F)F)ccc2S(=O)(=O)N1Cc1ccccc1	0.3	-9.9	-0.4	2.1	5.0	0.4	2.7	2.4	7.3	-21.9	-4.5
COc1ccc(C(=O)NCCCNC(=O)c2cc3ccccc3[nH]2)cc1OC	75.5*	-0.5	12.9	-9.3	0.5	-32.5	25.0	-6.5	17.1	-6.7	14.5
O=C(Nc1cccc(F)c1)/C(=C/c1ccco1)NC(=O)c1ccco1	-8.0	2.7	11.8	1.4	0.3	-16.9	21.5	-2.3	-0.1	-3.6	-0.7
C/C(Cc1ccccc1)=N\NC(=O)CNC(=O)c1ccc(Cl)cc1Cl	4.7	-1.1	1.1	-4.6	-0.7	-29.5	8.2	0.4	13.1	-5.5	5.2
Nc1nncn1C(=O)c1cccs1	8.5	3.2	-6.6	-6.8	0.1	-9.8	9.4	0.3	19.0	-0.8	6.7
O=C(Nc1nnc(CCN2CCOCC2)s1)c1ccccc1	-5.5	9.8	-6.2	2.5	-1.2	-6.9	0.0	2.5	-50.3	-11.5	-25.4
CCOC(=O)c1c(C)nc2ccccc2c1C	-10.1	.	-17.1	4.8	4.4	-11.8	-8.8	0.0	-20.6	-12.3	-10.9
CN1CC(=O)N(CC(=O)Nc2cccc(S(=O)(=O)N3CCOCC3)c2)C1=O	-16.1	-9.4	-5.0	6.6	4.7	4.8	0.4	1.5	16.3	-6.9	11.9
COc1ccc(C2COc3cc(O)ccc3C2)c(OC)c1O (stereo unspecified)	-10.3	17.9	17.8	-26.9	-1.7	-14.7	14.1	-0.4	-15.1	3.2	4.2
O=C(Nc1cccc([N+](=O)[O-])c1)c1ccc2nsnc2c1	1.0	-8.6	-0.3	11.3	-0.5	-0.3	-20.9	0.7	-93.5	-2.5	-55.0
COc1ccc2[nH]c(C(=O)N3CCC(n4nccc4NC(=O)C4CC4)CC3)c(C)c2c1	1.3	0.8	2.5	-5.1	0.4	-3.2	16.1	-0.4	9.8	-2.3	-5.9
O=C(O)C1CCCN1S(=O)(=O)c1ccc2ccccc2c1 (stereo unspecified)	-2.8	4.5	-2.8	-3.4	-1.5	-0.2	-5.8	0.3	15.6	-2.8	2.2
CCOc1ccc(NC(=O)c2ccc(Cn3nc(C)cc3C)o2)cc1	7.5	15.0	5.2	-7.3	-0.5	-2.9	25.5	0.6	-12.4	-6.7	-12.7
CN(C)c1ccnc(-n2cccc2/C=N/OCc2ccc(F)cc2Cl)c1C#N	0.1	5.8	1.3	5.1	-0.3	2.4	-2.7	-0.7	17.1	-6.2	7.0
COc1ccccc1/C=N/NC(=O)c1cc2c(OC)c(OC)ccc2[nH]1	-2.8	13.8	16.7	-4.4	-0.1	19.6	4.1	.	-10.5	25.0	8.6
COc1cc(OC)c(NC(=O)c2sc3ncn(CC(=O)N4CCN(c5ccccn5)CC4)c(=O)c3c2C)cc1Cl	-11.2	3.8	-7.7	-12.5	-0.5	4.7	30.6	-1.7	2.5	18.8	-7.4

Copied from the list.
COc1ccccc1/C=N/NC(=O)c1cc2c(OC)c(OC)ccc2[nH]1 @ iPSC survival up = -0.1
COc1ccccc1N1CCN(C(CNS(=O)(=O)c2cccs2)c2cccnc2)CC1 (stereo unspecified) @ TRAIL sens C8 = 0.9

Next section.
SMILES	LMP1 NFkB inh	Shn3 3UTR inh	MITF TRPM1 inh	KKLEB cytotox	iPSC survival up	NR2E3 ag-1	CF NFkB block	NR2E3 ag-2	HIF-2a block	TRAIL sens C8	Peg3 promoter
COC(=O)c1ccc(N2CCN(S(=O)(=O)c3ccc(C)cc3)CC2)c([N+](=O)[O-])c1	-2.7	83.1	3.7	14.8	3.3	5.2	-24.3	3.6	7.9	-0.3	17.4
CC1O[C@@H]2O[C@](O[C@H](C)CC[C@@H](C)O)(c3ccccc3)O[C@@H]2C[C@H]1O (stereo partly specified)	-3.3	-5.1	.	-13.5	3.4	6.0	9.6	-0.6	-1.7	-12.2	-0.1
CC(=O)Nc1ccc(Nc2c3ccccc3nc3ccccc23)cc1	8.5	78.8	62.4*	-16.3	-4.6	-37.6	-108.9	-2.7	39.2	20.1	106.4*
COc1cccc(CNC(=O)CN(C)S(=O)(=O)c2ccc3c(c2)CC(C)N3C(C)=O)c1 (stereo unspecified)	4.7	16.3	-1.2	2.3	0.3	8.5	17.8	0.6	1.3	-30.0	-2.4
COC(=O)COn1c(SC(C)C)nc2ccccc2c1=O	0.4	-21.9	10.8	-30.9	-2.2	-17.8	17.0	-0.3	5.4	-9.7	47.6
O=C(COC(=O)c1cc(=O)c2ccccc2o1)NCc1ccc(Cl)cc1	-3.9	4.4	.	10.8	-1.7	-10.1	-11.8	.	11.9	-2.3	0.7
CC(C)CN(C(=O)C1=NN(c2ccccc2)C(=O)CC1)c1c(N)n(Cc2ccccc2)c(=O)[nH]c1=O	-6.8	-26.3	-10.1	-1.7	0.7	-6.4	17.7	3.1	8.6	0.0	10.8
COc1ccccc1-c1noc(CCC(=O)Nc2cccnc2)n1	4.7	18.1	.	-12.8	-1.6	3.5	-3.1	.	10.7	-9.9	9.4
CCN(CC)CC(=O)Nc1cccc2c1C(=O)c1ccccc1C2=O	1.2	-0.4	8.1	-12.3	-2.4	-4.6	-50.7	2.1	-13.7	0.7	8.4
CS(=O)(=O)N1CCc2cc(C(=O)N3CCCC3)ccc21	-2.2	34.4	2.6	4.6	1.1	-15.6	-7.0	1.2	16.2	-0.8	12.8
CCN(CC)c1ccc(CNc2ccc(Br)cn2)cc1	-22.6	.	-38.9	-2.4	-1.1	-28.2	-12.3	-1.1	-178.0	7.9	-172.2
CCCc1nnc(NS(=O)(=O)c2ccccc2)s1	-4.9	4.8	10.9	7.0	0.0	-2.9	4.5	-3.1	15.8	4.6	3.8
CCOC(=O)c1cccc(C(=O)OCC)n1	-4.5	-6.6	-3.2	-4.8	-2.2	-13.1	9.9	-0.6	5.5	-11.7	0.6
COCCCNc1nc2ccccc2nc1NS(=O)(=O)c1cccc(C)c1	5.8	4.0	17.4	-14.1	1.0	-17.5	6.8	0.2	20.6	-1.8	12.6
CCc1nc(N)nc(N)c1-c1ccc(Cl)c([N+](=O)[O-])c1	32.5	46.8	29.9	15.0	2.5	13.0	-10.9	.	31.5	80.3*	21.7
CCOC(=O)c1c(O)c2cc(Cl)ccc2n(CC)c1=O	.	-17.0	.	-6.2	0.3	3.4	15.2	1.8	16.2	-4.3	17.8
O=C(Cc1ccccc1)NCC(=O)Nc1cccc(Br)c1	2.3	-2.2	-7.7	5.5	0.0	-25.0	0.2	-4.3	15.5	4.0	0.1
O=c1[nH]cccc1-c1nc2ccccc2n1Cc1ccc(F)cc1	7.9	9.1	9.0	5.8	-0.2	-3.4	7.6	-2.1	19.5	15.1	0.7
O=C(Nc1ncc2c(n1)-c1ccccc1CC2)c1ccccc1	5.2	-2.4	-2.1	15.9	2.1	9.0	-13.8	-0.4	-49.5	2.1	-32.9
Cc1cc(C(=O)N/N=C/c2ccc(N(C)C)o2)cs1	6.4	-28.3	8.1	-5.1	-0.3	-34.3	3.4	-0.4	8.1	11.8	9.1
COc1ccccc1NC(=O)c1cc(-c2ccc(OC)c(OC)c2)nc2ccccc12	8.4	-17.2	-4.3	-2.2	-0.5	10.8	-2.7	.	3.2	16.6	37.1
CCOC(=O)C1(C)CCCN1C(=O)c1ccc(C(=O)OC)cc1 (stereo unspecified)	.	-13.6	.	-8.8	-1.3	-2.6	-11.4	.	11.9	2.5	3.5
CCCN(CCC)S(=O)(=O)c1cccc(C(=O)Nc2ccc3c(c2)OCO3)c1	-7.4	14.3	-5.0	5.0	0.5	7.0	3.3	1.8	-18.2	2.0	-2.1
CCN(CCCNC(=O)COc1cc(=O)n(C)c2ccccc12)c1cccc(C)c1	-4.2	3.5	4.3	6.0	3.8	-2.2	-34.0	0.2	-1.5	-6.1	4.7
COc1cc(-c2[nH]ncc2CN2CCN(Cc3cccs3)CC2)cc(OC)c1OC	0.7	8.5	8.5	-13.4	-0.7	-7.9	-20.1	4.9	6.9	3.8	-2.9
Cc1cccc(COc2ccc(/C=C3/C(=O)N(C)C(=S)N3C)cc2)c1	-8.1	1.1	-6.9	18.5	-0.6	-23.8	-20.6	3.5	-60.5	0.8	1.3
Cc1ccc(C(=O)OCc2nnc(-c3ccccc3)o2)cc1S(=O)(=O)N1CCOCC1	0.4	3.4	7.6	9.9	-0.3	-22.6	2.1	0.8	-17.3	5.5	-13.4
Cc1ccc2nc(SC(C)C(=O)NCc3ccco3)[nH]c2c1 (stereo unspecified)	-7.6	-0.7	1.7	8.0	1.3	-4.2	-11.3	-4.3	-19.8	-11.2	-22.0
CCCOc1ccc(C(=O)Nc2ccc(CN3CCOCC3)cc2)cc1	3.6	-48.0	-10.7	-0.5	0.0	2.2	5.4	-0.7	-24.3	15.4	-19.6
COCc1cc(C)n(CC(=O)Nc2ccccc2C(=O)OC)c(=O)c1C#N	-8.4	-7.8	-0.9	-4.0	-5.3	-4.9	10.4	2.3	11.9	-2.2	17.5

Single records (already shown). Screens in order: LMP1 NFkB inh | Shn3 3UTR inh | MITF TRPM1 inh | KKLEB cytotox | iPSC survival up | NR2E3 ag-1 | CF NFkB block | NR2E3 ag-2 | HIF-2a block | TRAIL sens C8 | Peg3 promoter
Shown for O=C(Cc1ccccc1)NCC(=O)Nc1cccc(Br)c1 : 2.3 | -2.2 | -7.7 | 5.5 | 0.0 | -25.0 | 0.2 | -4.3 | 15.5 | 4.0 | 0.1
Shown for CCN(CCCNC(=O)COc1cc(=O)n(C)c2ccccc12)c1cccc(C)c1 : -4.2 | 3.5 | 4.3 | 6.0 | 3.8 | -2.2 | -34.0 | 0.2 | -1.5 | -6.1 | 4.7
